TAAR1 antag: antagonists of human TAAR1; Q96RJ0; CHO RD-HGA16 TAAR1, Fluo-8 calcium fluorescence, antagonist; inhibition, % at 3 µM; 360,000 tested, 1.5% active; AID 624466;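 active = inhibition above a per-plate cutoff, the mean inhibition of test compounds on that plate plus 3 SD, cut at about 49% in these data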;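 also: 0% = DMSO plus EC80 beta-PEA response and 100% = DMSO alone without agonist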
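Assay system: RD-HGA16 CHO cells with stable hTAAR1 and Gα16 / Reagent: EC80 β-phenethylamine stimulus / Doses: 3 µM, single point / Timing: dye loading 75 min at 37 °C, then 30 min room temperature / Measured by: Fluo-8 intracellular calcium dye fluorescence, real-time kinetic reads / Controls: vehicle wells and EC80 agonist wells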
CHO-K1 Ca ag: nonselective activator or artifact in parental CHO-K1 cells. Fluo-8 calcium fluorescence; scaled to maximal ATP response, vehicle zero. activation, % at 3 µM. 360,000 tested, 0.48% active; in the data active = activation above about 15%;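 also: untransfected CHO-K1 host cells lacking M1 receptor as counterscreen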
V1aR counter: V1a receptor agonism, counter-screen for OXTR agonists. CHO-V1R cells, Fluo-8 calcium fluorescence, agonist mode; 0% DMSO, 100% 3 nM vasopressin. activation, % at 3 µM. 320,000 tested, 0.25% active. AID 2797;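 active = activation above the mean activation of all tested compounds plus 3 SD, per screening run, cut at about 20% in these data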;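 also: signal is peak over basal fluorescence ratio across a 100 second FLIPR read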
Target sequence (P37288 whole entry, looked up): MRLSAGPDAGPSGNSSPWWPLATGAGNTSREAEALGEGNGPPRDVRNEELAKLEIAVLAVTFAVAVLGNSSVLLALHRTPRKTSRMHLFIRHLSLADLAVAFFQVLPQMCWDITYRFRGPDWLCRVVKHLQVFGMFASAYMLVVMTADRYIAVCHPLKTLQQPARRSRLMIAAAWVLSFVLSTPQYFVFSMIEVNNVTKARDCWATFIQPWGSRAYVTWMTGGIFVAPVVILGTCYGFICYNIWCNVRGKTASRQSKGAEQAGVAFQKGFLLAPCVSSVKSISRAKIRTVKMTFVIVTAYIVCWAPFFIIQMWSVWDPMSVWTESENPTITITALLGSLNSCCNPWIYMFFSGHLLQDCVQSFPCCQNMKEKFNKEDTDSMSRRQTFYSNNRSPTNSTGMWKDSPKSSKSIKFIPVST
M1 PAM parental: counter-screen for M1 PAMs: effect in parental CHO-K1 cells; ATP EC20, Fluo-8 calcium fluorescence; 0% at ATP EC20, 100% at ATP max; activation, % at 3 µM; 360,000 tested, 0.02% active;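 active = activation above the run cutoff, the mean activation of all test compounds plus 3 SD, cut at about 40% in these data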;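 also: peak over basal fluorescence ratio in a 140 s read after ATP addition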
GPR7 antagonist: antagonists of human GPR7 (neuropeptides B/W receptor 1) | GPR7-expressing cells, fluorescence antagonist assay | P48145 | 290,000 tested, 1.1% active | AID 1861 | inhibition, % at 4.4 µM; in the data active = inhibition above about 16%, passing the limit was not always enough;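 also: cells stimulated with the agonist NPW; 0% = agonist with vehicle and 100% = vehicle without agonist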
OXTR potentiate: potentiates the human oxytocin receptor response | CHO-OTR cells, Fluo-8 calcium fluorescence, potentiator mode; 0% = oxytocin EC15, 100% = EC100 | 320,000 tested, 0.061% active | AID 2445 | P30559 | activation, % at 3 µM;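 active = activation above that plate's cutoff, the mean activation of tested compounds plus 3 SD, cut at about 6.6% in these data, passing the limit was not always enough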;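 also: 100% uses oxytocin at 75 nM as the full agonist control; some results filed as inactive read as strong as hits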
Target sequence (P30559 whole entry, looked up): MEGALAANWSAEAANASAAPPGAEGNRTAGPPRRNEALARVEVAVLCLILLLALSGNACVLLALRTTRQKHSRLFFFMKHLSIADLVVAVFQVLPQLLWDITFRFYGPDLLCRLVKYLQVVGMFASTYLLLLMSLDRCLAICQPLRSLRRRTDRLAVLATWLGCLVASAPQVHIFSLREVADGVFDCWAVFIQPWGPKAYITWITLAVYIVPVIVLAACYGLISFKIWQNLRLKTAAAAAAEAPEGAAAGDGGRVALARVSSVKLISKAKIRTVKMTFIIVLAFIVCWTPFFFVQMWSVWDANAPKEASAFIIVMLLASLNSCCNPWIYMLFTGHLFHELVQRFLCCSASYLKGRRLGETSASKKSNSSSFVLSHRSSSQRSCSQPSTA
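Assay system: CHO cell line stably expressing human OTR. Reagent: EC15 oxytocin agonist. Dosing: single dose, 3.0 µM nominal final compound concentration. Timing: compound 6 min at room temperature before oxytocin, 100 s read. Signal: kinetic Fluo-8 calcium fluorescence. Controls: oxytocin EC15 low and EC100 high.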
CHO parental Ca: counter-screen for OX1R antagonists: effect in parental CHO cells; parental CHO-K1, ATP-induced calcium, Fluo-8 fluorescence; inhibition, % at 5.6 µM; 330,000 tested, 0.63% active;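 active = inhibition above that plate's mean sample inhibition plus 3 SD, cut at about 26% in these data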;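 also: 0% = ATP-challenged DMSO wells and 100% = DMSO wells without ATP; some compounds past the cut are filed as inactive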
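Material: Parental CHO cells | Reagent: ATP | Compound dosing: Single nominal dose of 5.6 µM per compound | Detection: Intracellular calcium via Fluo-8 no-wash fluorescent dye | Read-out: % inhibition of ATP-induced calcium mobilization | Benchmarks: Low control ATP plus DMSO, high control DMSO only | Replicates: Singlicate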
OXTR ag: agonists of human oxytocin receptor; P30559; CHO-OTR cells, Fluo-8 calcium fluorescence; normalized: DMSO 0%, oxytocin 100%; activation, % at 3 µM; 320,000 tested, 0.32% active;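 active = activation above the mean of all tested compounds plus 3 SD, cutoff set per screening run, cut at about 20% in these data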;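 also: peak over basal fluorescence ratio from a 100 s FLIPR kinetic read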
CHO-K1 Ca antag: counter-screen for M1 antagonists: effect in parental CHO-K1 cells; inhibition, % at 3 µM; AID 602250; 360,000 tested, 0.6% active; ATP-induced calcium, Fluo-8 fluorescence;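 active = inhibition above a per-plate cutoff, the plate's mean sample inhibition plus 3 SD, cut at about 24% in these data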;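 also: 0% = DMSO plus EC80 ATP and 100% = DMSO alone without ATP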
Active calls of the source: *; . = no result given. Compounds as they come, and some 3.5% of all compounds hit somewhere here.

SMILES	TAAR1 antag	CHO-K1 Ca ag	V1aR counter	M1 PAM parental	GPR7 antagonist	OXTR potentiate	CHO parental Ca	OXTR ag	CHO-K1 Ca antag
Cc1ccc(N2C(=O)C(CC(=O)Nc3cccc(F)c3)N(C3CC3)C2=O)cc1 (stereo unspecified)	7	6.4	1.1	16	-15	1	3	1.4	6
CCOC(=O)n1c(SCC(N)=O)nc2ccccc21	3	0.0	0.8	-7	-1	-6	2	-0.1	10
Cc1cc(-n2c(=O)c(C#N)cc3c(=O)n4cccc(C)c4nc32)no1	10	0.1	-0.2	15	-2	-8	-4	1.3	3
Cc1cc(C)nc(NC(=O)c2cccc(Br)c2)n1	-6	0.3	0.6	19	-5	4	0	0.1	-3
Cc1cc(C)n2nc(-c3ccccc3)c(-c3ccccc3)c2n1	-13	0.5	-1.8	7	-32	-1	-15	-2.9	-9
Cc1cc(NS(=O)(=O)c2ccc3c(c2)OCCO3)no1	-2	0.1	-0.6	-9	-11	-2	-11	1.4	-6
CC(C)(O)CN(C(=O)C(c1ccccc1)c1ccccc1)C1CCCCC1	-26	-0.9	.	-17	.	.	.	.	6
CC1=C(C(=O)Nc2ccccc2)C(c2ccncc2)n2nnnc2N1 (stereo unspecified)	-4	0.3	-0.4	23	4	-2	-10	0.6	-9
O=C(COc1ccccc1-c1ccccc1)N/N=C/c1ccncc1	12	3.3	2.0	-11	12	-5	-24	-0.3	17
CN1/C(=C\C(=S)NC(=O)c2ccc([N+](=O)[O-])cc2)C(C)(C)c2ccccc21	1	0.2	0.8	5	-7	1	-5	-0.8	6
O=C(Nc1ccc2c(c1)OCO2)c1ccc(Cl)c(S(=O)(=O)N2CCOCC2)c1	-20	4.6	1.2	2	-9	4	-15	-2.3	-10
COc1ccccc1C(=O)N1CCCN(C(=O)c2ccccc2OC)CC1	-3	0.2	0.3	13	-4	-9	6	-0.8	1
Fc1ccc(NC(=S)NN2CCOCC2)cc1Cl	-15	1.6	0.2	-10	-3	0	-4	0.4	11
COc1ccc2nc(NC(=O)c3ccccc3[N+](=O)[O-])sc2c1	4	0.9	0.3	24	-16	-4	-12	3.9	-10
CCc1ccc(CCC(=O)Nc2nc(CC(C)=O)ns2)o1	22	-0.3	-0.2	-2	-14	-4	-8	0.7	5
O=C(Nc1ccc(Cl)cc1)C1CCCN(c2cnccn2)C1 (stereo unspecified)	-15	3.7	2.4	-2	-3	-10	-18	3.3	-4
C=CCN(CC(=O)NC1CCCC1)C(=O)C(=O)Nc1ccc2c(c1)OCCO2	-3	0.7	-0.8	-1	-5	1	-7	0.5	-10
CCc1ccccc1NC(=O)c1ccccc1Sc1ccc([N+](=O)[O-])cc1Cl	-8	0.6	2.0	12	-5	-1	-23	3.0	1
Cn1c(SCC(=O)Nc2ccc(Br)cc2)nc(O)cc1=O	-17	0.0	3.2	22	3	-5	-9	-0.2	-7
COCCN(C(=O)Cc1coc2cc(C)c(C)cc12)c1c(N)n(Cc2ccccc2)c(=O)[nH]c1=O	-10	0.4	-0.9	-9	.	-4	-13	-1.8	-5
C=CCn1c(N)c(C(=O)NCC2CCCO2)c2nc3ccccc3nc21 (stereo unspecified)	34	5.4	5.3	8	2	-13	-13	6.0	5
Cc1ccc(S(=O)(=O)N2CCN(CC(O)c3ccccc3)CC2)cc1 (stereo unspecified)	-29	0.5	0.9	15	4	-5	-23	1.9	-10
CCC1(c2ccc(F)cc2)NC(=O)N(CC(=O)N2CCN(S(=O)(=O)c3ccc(Cl)cc3)CC2)C1=O (stereo unspecified)	-9	0.1	-0.2	-19	.	-6	-13	0.6	0
Cc1ccc(C(=O)/C=C/c2cc(C#N)n(C)c2C)cc1	-6	0.6	0.0	-7	0	-13	-24	-1.1	-23

Of the compounds above, 2 contain bromine.
SMILES	TAAR1 antag	CHO-K1 Ca ag	V1aR counter	M1 PAM parental	GPR7 antagonist	OXTR potentiate	CHO parental Ca	OXTR ag	CHO-K1 Ca antag
Cc1cc(C)nc(NC(=O)c2cccc(Br)c2)n1	-6	0.3	0.6	19	-5	4	0	0.1	-3
Cn1c(SCC(=O)Nc2ccc(Br)cc2)nc(O)cc1=O	-17	0.0	3.2	22	3	-5	-9	-0.2	-7

The list continues:
SMILES	TAAR1 antag	CHO-K1 Ca ag	V1aR counter	M1 PAM parental	GPR7 antagonist	OXTR potentiate	CHO parental Ca	OXTR ag	CHO-K1 Ca antag
O=C(Cn1cc2c(n1)CCCC2)N1CCCc2ccccc21	13	0.3	0.2	-7	3	-2	-10	-1.0	11
CC(=O)c1c(C)[nH]c(C(=O)COC(=O)C2(C)CC2(Cl)Cl)c1C (stereo unspecified)	56*	20*	12	2	.	-14	-6	12	-7
O=C(Nc1cccc(S(=O)(=O)N2CCCCC2)c1)C1COc2ccccc2O1 (stereo unspecified)	35	8.2	4.1	-10	.	-12	-17	2.0	-11
COc1ccc(-c2cn3cccnc3n2)cc1NC(=O)c1cccs1	-9	0.6	-1.1	7	-9	-9	-13	-0.7	-8
COc1cccc(NC(=S)N2CCc3cc(OC)c(OC)cc3C2COc2ccc3c(C)cc(=O)oc3c2)c1 (stereo unspecified)	20	0.2	0.6	15	-4	0	-11	-0.3	4
CCc1ccc2c(c1)[C@]1(C(=O)N2)[C@@H]2C(=O)N(Cc3ccccc3)C(=O)[C@@H]2[C@@H]2CCCN21	8	0.9	-0.5	14	-6	-3	-11	-0.3	-2
COC(=O)c1ccc2nc(-c3cccc(Br)c3)c(Cc3ccccc3C(F)(F)F)n2c1	-13	0.9	.	17	.	.	.	.	-16
C/C(=N\OCc1cccc(C(=O)O)c1)c1ccc(Cl)cc1	-20	1.7	2.3	13	-4	1	-19	3.3	-5
COc1ccc(N2C3=C(CC4=C2CCCC4=O)C(=O)CCC3)cc1	2	-0.2	0.9	12	1	-3	2	-0.8	-1
O=C(NCCCn1ccnc1)c1cn(-c2ccccc2)nc1-c1ccc(F)cc1	-2	0.8	-0.1	4	-6	-11	-14	0.6	-16
CSc1ccccc1C(=O)NC1CCCN(c2ccc(C(F)(F)F)cn2)C1 (stereo unspecified)	10	0.9	-1.9	15	-1	-15	-7	-2.8	-17
O=C(Cn1nnc(-c2ccc(F)cc2)n1)N1CCCCC1	-16	2.5	1.0	-9	2	-6	-9	-0.5	-15

A few values from above:
`CSc1ccccc1C(=O)NC1CCCN(c2ccc(C(F)(F)F)cn2)C1` (stereo unspecified) in GPR7 antagonist is listed with -1
`O=C(Cn1nnc(-c2ccc(F)cc2)n1)N1CCCCC1` in OXTR potentiate is listed with -6

(list continues)
SMILES	TAAR1 antag	CHO-K1 Ca ag	V1aR counter	M1 PAM parental	GPR7 antagonist	OXTR potentiate	CHO parental Ca	OXTR ag	CHO-K1 Ca antag
O=C(Nc1cccnc1)c1cnc2ccccc2n1	-2	0.5	0.5	0	-12	-5	-1	0.2	-2
Cn1c(C(=O)NCc2ccccc2)cc2oc3ccccc3c21	12	1.1	-0.9	20	9	-8	-11	-2.2	-7
O=C1N/C(=N\S(=O)(=O)Cc2ccccc2)S/C1=C/c1cccc([N+](=O)[O-])c1	-13	1.0	0.5	-4	-13	-4	-10	1.3	-16
O=C(N/N=C/c1ccco1)c1csc2c1CCCC2	-3	1.1	-0.1	3	8	1	-21	-3.3	-6
Cc1ccc(S(=O)(=O)N2CCOCC2)cc1C(=O)N1CCCC1	-12	0.5	-0.1	12	-3	-9	6	-0.1	-12
O=C(O)c1cccc(N2C(=O)c3cccc4c(Cl)ccc(c34)C2=O)c1	2	0.4	0.1	-11	-9	-13	-5	0.5	6
C/C=C/C(=O)Nc1cccc(C(F)(F)F)c1	-12	0.1	0.3	17	-1	-4	-11	-1.0	0
Cc1ccccc1NC(=O)C(Cl)=C(Cl)Cl	5	-0.1	0.1	17	-4	4	-6	-0.9	-5
CC(C)C[C@H]1CNC(=S)N1CC1CCCN1C[C@H](CC(C)C)N1C[C@H](CC(C)C)N(CC2CCCCCC2)C1=S (stereo partly specified)	9	0.3	.	23	.	.	.	.	-15
O=C(NCc1ccc(F)cc1)C(=O)NCC1OCCN1S(=O)(=O)c1cccs1 (stereo unspecified)	-4	0.3	1.0	16	-6	0	-12	0.0	-4
CN(CCc1cnn(C)c1)C(=O)CCc1nnc(CCCc2ccccc2)o1	-8	0.6	0.2	16	-5	-6	-2	0.7	-8
CC(=O)c1ccc(N2CCN(CC(O)c3ccccc3)CC2)cc1 (stereo unspecified)	-17	0.7	1.6	-1	-4	-9	-17	0.8	-13
COc1ccc(C)cc1NC(=O)CSCc1ccccc1C	6	0.5	-0.1	-20	-12	-15	-24	-2.8	17
COCC(C)NC(=O)NC(=O)c1ccc(Cl)cc1 (stereo unspecified)	-8	1.5	1.3	5	-14	-5	-4	0.6	-7
CC(C)(C)NC(=O)C(OC(=O)Cn1nnc(-c2ccc(F)cc2)n1)c1ccncc1 (stereo unspecified)	-5	0.0	0.5	12	-7	-5	-6	0.0	-19
CNC(=S)Nc1cc(OC)ccc1OC	-3	0.4	0.3	10	-4	0	-5	0.7	-16
CC1(NC(=O)CCNC(=O)c2ccc(C(C)(C)C)cc2)CCS(=O)(=O)C1 (stereo unspecified)	0	0.3	-0.5	4	.	-2	-7	0.3	-14
OCC(O)C1OC(Nc2ccc(Br)cc2)C(O)C1O (stereo unspecified)	5	0.4	1.3	23	1	-4	-9	0.2	-4
COC(=O)c1sccc1NS(=O)(=O)c1ccccc1[N+](=O)[O-]	-21	0.3	.	6	.	.	.	.	-9
COc1ccc(-c2noc(N(C)CC(=O)Nc3cccc(C(F)(F)F)c3)n2)cc1	10	1.1	4.4	-6	-5	-17	-22	5.7	15
O=C(CSc1cccc[n+]1[O-])Nc1ccc([N+](=O)[O-])cc1Cl	12	0.1	0.2	9	-7	-20	-6	0.2	-7
CC1CCN(c2nc3ccccc3nc2C(C#N)C(=O)NC2CCCCC2)CC1 (stereo unspecified)	.	.	-0.6	.	.	-12	-14	-0.8	.
Cc1ccc(NC(=O)CS(=O)CC(=O)N(c2ccccc2F)C(C)C(=O)NC2CCCC2)cc1 (stereo unspecified)	-5	-0.2	0.5	5	-16	-13	-20	-0.8	-20
CCOC(=O)c1c(NC(C)=O)sc2c(OC)cccc12	3	-0.2	0.4	5	-3	-1	-6	-0.3	-6
Nc1c(C(=O)c2ccccc2)sc(Nc2ccccc2)c1S(=O)(=O)c1ccccc1	-22	0.8	2.5	13	22*	-7	-9	1.9	-6
NC(=O)c1cc(S(=O)(=O)N2CCN(c3cccc(Cl)c3)CC2)cs1	0	1.4	0.9	5	4	-16	6	0.3	-11
CCn1cc(NC(=O)CCl)c(C)n1	.	.	0.9	.	-6	-6	-5	1.0	.
COc1ccc(-n2cc(-c3ccccc3)nc2SC)cc1	4	-0.1	-0.9	18	1	-1	-22	-1.9	1
